Screening results from PubChem BioAssay.
Chronic BCR inh: qHTS Assay to Find Inhibitors of Chronic Active B-Cell Receptor Signaling; ABC-DLBCL IkBa-CBG/CBR reporter, luminescence ratio, 4 h; Potency, µM (series often up to 46.1 µM), without a hit: at the top dose ratio change, negative = lower green/red ratio, most hits filed as inhibitors; 340,000 compounds, 0.05% hits; AID 493014, 2011; active = well fitted inhibition curve with a large enough effect in the signal ratio, with a control signal flat, not every such curve was filed as active; inconclusive = small, poorly fitted or top-dose-only effect, or effect the other way, or a change in a side signal; the % refers to the signal ratio;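 note: potency is the fitted concentration of half-maximal effect; plate controls were basal doxycycline-induced cells for no effect and cells given 10 µM MG132 for full effect; MG132 reads +100%, hits lower the ratio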
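Cell line TMD8 (human ABC DLBCL), stably expressing tet-inducible CBG68-IkBa fusion and CBR; IMDM/0.5% FBS; cpd up to 46 uM; dox induction, 4 h, 37C/5% CO2; dual luminescence; green/red ratio; MG132 control.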
KCNH2 WT inh: qHTS for Inhibitors of KCHN2 3.1: Wildtype qHTS | AID 720551, 2013 | activity change, % at 1.84 µM | U2OS, BacMam KCNH2, thallium flux FluxOr; hits give low values | Voltage-gated inwardly rectifying potassium channel KCNH2 (Homo sapiens), Q12809 | 340,000 compounds, 0.37% hits;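 active = maximum activity change below -70%; inconclusive = maximum activity change between -70% and -50%; inactive = maximum activity change above -50%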
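U2OS cells were transduced with wild-type KCNH2 virus (2.03 x 10^8 / mL) for 4 h at room temperature, then cultured overnight at 37 C. Thallium flux was read with FluxOr dye. Rate constants were normalized to DMSO controls.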
FBPA coupling cs: qHTS Assay for Inhibitors of Fructose-1,6-bisphosphate Aldolase from Giardia Lamblia: Coupling assay counterscreen. coupling enzyme system counterscreen, AmpLite Red fluorescence. activity change, negative = inhibition, % at 58.2 µM, hits read low. 290,000 compounds, 0.67% hits. AID 2472, 2010; in the data active = activity change below about -30%
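Activity here indicates interference with the coupling reaction, not aldolase inhibition. Compounds at 57.5 uM final met coupling enzymes for 10 min at RT; substrate and AmpLite Red detection followed, with a 525/598 nm fluorescence read after 20 min.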
GALK inhibitor: qHTS Assay for Inhibitors of Human Galactokinase (GALK); P51570; Purified GALK, Kinase-Glo residual ATP luminescence; Potency, µM (doses to about 57.5 µM), for inactives: top-dose activity change, negative = inhibition, most hits filed as inhibitors; 270,000 compounds, 0.007% hits; note: potency is the fitted concentration of half-maximal effect
Target sequence (P51570 whole entry, looked up): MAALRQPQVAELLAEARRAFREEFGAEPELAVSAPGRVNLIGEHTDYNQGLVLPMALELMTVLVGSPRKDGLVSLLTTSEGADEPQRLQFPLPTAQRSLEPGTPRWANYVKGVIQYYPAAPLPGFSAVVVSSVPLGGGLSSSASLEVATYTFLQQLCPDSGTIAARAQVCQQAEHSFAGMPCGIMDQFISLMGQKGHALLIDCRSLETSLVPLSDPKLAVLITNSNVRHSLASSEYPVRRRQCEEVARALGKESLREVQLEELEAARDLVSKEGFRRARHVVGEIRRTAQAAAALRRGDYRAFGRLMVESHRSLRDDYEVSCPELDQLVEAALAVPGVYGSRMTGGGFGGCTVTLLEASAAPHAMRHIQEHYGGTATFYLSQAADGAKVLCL
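Galactose (100 uM) and ATP (35 uM) were turned over by 5 nM GALK for 1 h at RT. Kinase-Glo Plus then converted the remaining ATP into a luminescent signal.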
KCNH2 3.1 block: qHTS for Inhibitors of KCHN2 3.1: Mutant qHTS; AID 720553, 2013; activity change, % (tested at about 1.8 µM); Potassium voltage-gated channel subfamily H member 2, brain isoform KCNH2 3.1 (human); 340,000 compounds, 0.95% hits; U2OS KCNH2 3.1, thallium flux FluxOr; hits give low values;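 active = maximum activity change below -70%; inconclusive = maximum activity change from -70% to -50%; inactive = maximum activity change above -50%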;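 note: thallium influx rate constant from kinetic fluorescence after stimulation buffer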
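Thallium flux read-out: FluxOr dye with Red40 quencher in HBSS/HEPES, 45 min at RT. Rate constants from kinetic reads were normalized to positive and negative DMSO controls. Cells: U2OS virally expressing the 3.1 isoform.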
Eya2 inh: qHTS Assay for Inhibitors of the Phosphatase Activity of Eya2. Protein phosphatase EYA2 (Homo sapiens), O00167. 330,000 compounds, 0.006% hits. Potency, µM (series often up to 76.9 µM), without a hit: at the top dose activity, negative = inhibition, most hits filed as inhibitors. recombinant Eya2, OMFP fluorescence dephosphorylation (OMFP is methylfluorescein phosphate); note: potency is the fitted concentration of half-maximal effect
Target sequence (O00167 whole entry, looked up): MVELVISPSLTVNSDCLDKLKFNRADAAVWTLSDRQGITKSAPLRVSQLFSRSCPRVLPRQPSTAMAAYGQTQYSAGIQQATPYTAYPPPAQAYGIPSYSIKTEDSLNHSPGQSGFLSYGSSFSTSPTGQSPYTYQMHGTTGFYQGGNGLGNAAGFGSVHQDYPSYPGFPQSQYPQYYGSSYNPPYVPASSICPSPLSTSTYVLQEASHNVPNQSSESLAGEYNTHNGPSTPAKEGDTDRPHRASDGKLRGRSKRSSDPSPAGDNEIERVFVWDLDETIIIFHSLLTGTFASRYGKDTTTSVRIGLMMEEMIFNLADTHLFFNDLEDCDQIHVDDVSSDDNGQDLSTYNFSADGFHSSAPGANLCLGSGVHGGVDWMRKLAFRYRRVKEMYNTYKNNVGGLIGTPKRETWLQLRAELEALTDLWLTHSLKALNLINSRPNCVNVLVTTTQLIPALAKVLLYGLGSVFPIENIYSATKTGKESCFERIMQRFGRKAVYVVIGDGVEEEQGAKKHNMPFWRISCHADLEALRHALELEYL
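Eya2 (0.2 uM) preincubated 10 min at ambient with compound, then OMFP substrate added at 50 uM; 10 min reaction in 50 mM HEPES pH 7.5, 50 mM NaCl, 5 uM MgCl2, 0.05% BSA, 1 mM DTT. Fluorescence read at Ex 485/Em 525 nm.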
B2AR arrestin: qHTS assay of beta-arrestin-biased ligands of beta2-adrenergic receptor | Beta-2 adrenergic receptor (Homo sapiens), P07550 | beta-arrestin recruitment to beta2AR, cell-based reporter | Potency, µM (doses to about 46.1 µM), inactives show at the top dose activation, usual class: activators | 330,000 compounds, 0.02% hits;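 note: potency is the fitted concentration of half-maximal effect; 0% = DMSO controls and full agonism = EC100 isoproterenol or metaproterenol; nearly all actives have a fitted effect of over 65% in size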
USP2a block: qHTS Assay for Inhibitors of Ubiquitin-specific Protease USP2a Using CHOP2 as the Reporter; 330,000 compounds, 0.01% hits; Potency, µM (highest dose often 38.3 µM), inactives show top-dose activity change, negative = inhibition, hits mostly inhibitors; USP2 core, Ub-CHOP2 coupled fluorogenic reporter, 485/531; AID 463254, 2010;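 note: potency is the fitted concentration of half-maximal effect; plate controls were DMSO wells for no effect and full inhibition by NEM control for full effect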
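USP2 core (10nM final) preincubated 30min RT with compound in 20mM Tris-HCl pH 8.0, 2mM CaCl2, 2mM beta-mercaptoethanol, 0.05% CHAPS; 25nM Ub-CHOP2 plus 25nM reporter substrate added, fluorescence (Ex485/Em531) read after 60min.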
uPA surface inh: qHTS for Inhibitors of Cell Surface uPA Generation | cell surface uPA generation assay, qHTS | Potency, µM (top dose mostly 38.3 µM), for inactives: top-dose activity change, negative = inhibition, most hits filed as inhibitors | 330,000 compounds, 0.31% hits | AID 540303, 2011; active = well fitted inhibition curve with a large enough effect; inconclusive = small, poorly fitted or top-dose-only effect; inactive = no such curve, though single readings can be large or run the other way; tested in mouse RAW 264.7 cells; note: potency is the fitted concentration of half-maximal effect; nearly all actives have a fitted effect of over 55% in size
PKM2 activator: qHTS Assay for Activators of Human Muscle isoform 2 Pyruvate Kinase; purified PKM2, Kinase-Glo ATP luminescence, activation; response scale: 0% is enzyme alone, no compound; Potency, µM (doses to about 57.5 µM), for inactives: at the top dose activation, actives largely listed as activators; 260,000 compounds, 0.34% hits; AID 1631, 2009; note: potency is the fitted concentration of half-maximal effect; nearly all actives have a fitted effect of over 55% in size
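hPK-M2, >95% pure; 0.1 mM ADP / 0.5 mM PEP final; imidazole pH7.2 buffer w/ 7 mM MgCl2, 50 mM KCl; 1 h RT; Kinase-Glo lum. Intermediate enzyme activity for dual inhibitor/activator qHTS.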
Giardia killer: Small Molecules that selectively kill Giardia lamblia: qHTS. Giardia lamblia trophozoite viability. 340,000 compounds, 0.15% hits. activity change, % at 7.66 µM, hits read low; in the data active = activity change below about -80%; inconclusive = between about -30% and that limit;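 note: parasites exposed to compound for two days anaerobically before the ATP read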
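Viability, read as ATP luminescence: trophozoites at 100 cells/well, compound added, 48 hrs anaerobic at 37 deg C, then 15-30 min room-temperature development before reading.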
* = called active by the depositor; u = inconclusive; x = no result given; & = joins results of further samples; [ ] = dose if it differs, or a comment. Unless noted, calls come from the whole dose curve; as a rule, active = well fitted curve in the direction sought with a large enough effect; inconclusive = small, poorly fitted or top-dose-only effect, or another doubt; inactive = no such curve, though single readings can be large; an effect the other way counts as inactive or inconclusive. Unless noted, % is set by controls: 0 for no effect and ±100 for the full control effect.

SMILES	Chronic BCR inh	KCNH2 WT inh	FBPA coupling cs	GALK inhibitor	KCNH2 3.1 block	Eya2 inh	B2AR arrestin	USP2a block	uPA surface inh	PKM2 activator	Giardia killer
CCn1cc(/C=C(\NC(=O)c2ccccc2F)C(=O)NCCCN2CCOCC2)c2ccccc21	u	18	-3	-1%	-1	-10%	0.3%	0%	-5%	x	10
CC(=O)NC(N1CCCCC1)C(F)(F)C(F)(F)C(F)(F)C(F)F (configuration not stated)	0%	3	0	5%	-2	-4%	0.2%	1%	x	0%	6
Nc1ccc(C2=Nc3cccc4cccc(c34)N2)cc1	-17%	x	1	1%	7	-3%	0.0%	u	-11%	0%	31[activator]
O=C(COc1ccc(Br)cc1Br)NC(=S)Nc1cccc(CO)c1	u	3	0	x	-22	-1%	-1.6%	-1%	-11%	7%	-10
COc1ccc(Cl)cc1S(=O)(=O)N1CCC(C(=O)NCCC2=CCCCC2)CC1	u	-10	x	-4%	-12	5%	-0.5%	1%	-16%	-6%	-4
Cc1ccnc(SC2CC(=O)N(c3ccc([N+](=O)[O-])cc3)C2=O)n1 (configuration not stated)	-1%	-3	-1	-2%	3	8%	0.0%	1%	-6%	0%	-14
CCC(C)Sc1ccc([C@@H]2[C@@H]3C(=O)N(CC)C(=O)[C@@H]3[C@]3(C(=O)OC)CCCCN23)cc1OC (some centres not stated)	1%	-5	x	x	14	11%	0.3%	-6%	4%	x	0
COc1ccc2c(c1)[C@H]1[C@H](CO2)[C@H](c2ccccc2)[C@]2(C)C(=O)Nc3cc(OC)c(OC)cc3C(=O)N12	3%	17	x	x	-18	1%	0.2%	-1%	u	x	-15
COc1ccc(C2C(C(C)=O)=C(O)C(=O)N2CCc2c[nH]c3ccccc23)cc1OC (configuration not stated)	u	-16	1	-2%	-2	-8%	-0.1%	-1%	0%	-2%	-14
Cc1cc(/C=C2\SC(=Nc3ccc(F)cc3)NC2=O)c(C)n1-c1ccc(S(N)(=O)=O)cc1	u	-5	-7	-2%	-18	3%	0.2%	-21%	-13%	5%	13
COc1ccc(CNC(=O)c2cccc(-c3ccc(C)c4ccccc34)n2)cc1	-10%	-4	-5	x	-22	4%	-0.2%	-2%	-17%	0%	17
COC(=O)c1cc(OC)c(OC)cc1N	-4%	1	3	2%	8	3%	-0.5%	0%	-7%	0%	-6
CC1(C)Cc2cccc(OCC(=O)O)c2O1	-9%	2	1	0%	-12	8%	-0.8%	1%	3%	6%	-4
C=CCC[C@@H](Cc1ccc(F)cc1)C(=O)OC[C@@H](C)NC(=O)[C@@H](CC=C)CC(=O)N[C@H](CO)Cc1ccccc1	u	0	x	x	8	-17%	0.1%	2%	u	x	-1
CCOC(=O)CSc1n[nH]c(=S)s1	-1%	9	-2	-2%	-5	12%	-0.6%	-3%	0%	-5%	6
CCCCCCCC(=O)NC(Nc1ccc(S(N)(=O)=O)cc1)C(Cl)(Cl)Cl (configuration not stated)	-15%	-12	4	-1%	-23	-9%	0.4%	-6%	-3%	1%	-5
Cc1[nH]n(-c2ccccc2)c(=O)c1C(C[N+](=O)[O-])c1ccc(F)cc1 (configuration not stated)	0%	0	-19	x	12	6%	-0.2%	4%	-10%	3%	5
COc1ccc(C(=O)Sc2ccc(Cl)cc2)cc1OC	-8%	0	-1	-1%	-5	-3%	-0.5%	1%	-18%	0%	-7
CCOc1cccc(-c2nnc3sc(-c4cc(OC)c(OC)c(OC)c4)nn23)c1	u	2	1	4%	7	-3%	0.1%	0%	8%	-3%	-3
CCOC(=O)c1oc2ccccc2c1N	u	24	3	7%	5	-4%	0.4%	-2%	2%	-19%	-12
COc1ccc(C)cc1S(=O)(=O)N1CCCC(C(=O)NC2CC2)C1 (configuration not stated)	0%	-8	x	-7%	1	0%	-0.4%	1%	-41%	0%	-3
CN(CC(=O)Nc1ccc(N2CCOCC2)cc1)CC(=O)Nc1cccc(C#N)c1	-18%	-5	1	x	-2	-2%	-1.1%	0%	2%	-1%	-4
C/C(N)=C(/C#N)C(=O)COC(=O)C(NS(=O)(=O)c1ccc(Cl)cc1)C(C)O (configuration not stated)	1%	5&-9	7	0%	-3&-15	-3%	-0.6%	4%	1%&2%	-1%	-11&9
Nc1ccc(-c2ccc(C(=O)O)s2)cn1	u	18	0	2%	-2	-14%	0.0%	-5%	-7%	-16%	10
Cc1ccc(-n2[nH]c(C)c(C=Nc3ccc(S(=O)(=O)Nc4nccs4)cc3)c2=O)c(C)c1	-5%	x	-4	5%	x	21%	-0.2%	-1%	x	-2%	x

The results go on.
SMILES	Chronic BCR inh	KCNH2 WT inh	FBPA coupling cs	GALK inhibitor	KCNH2 3.1 block	Eya2 inh	B2AR arrestin	USP2a block	uPA surface inh	PKM2 activator	Giardia killer
CCn1c(SCC(=O)Nc2nc(C)cs2)nnc1C(C)NC(=O)c1ccccc1 (configuration not stated)	12%	-18	3	2%	1	-32%	0.5%	2%	3%	1%	-3
Cc1cc(C)c(S(=O)(=O)Nc2ccc(O)c(Sc3ncn[nH]3)c2)c(C)c1	0%	-4	-14	3%	8	-2%	-0.1%	1%	0%	13%	3
CCOC(=O)NC(=O)CSc1nc(C)cc(C(F)(F)F)c1C#N	2%	-1	2	1%	7	12%	0.1%	3%	3%	21%	7
O=C(NCC(c1ccco1)N1CCOCC1)c1ccc(F)c(F)c1 (configuration not stated)	12%	-3	x	x	-4	1%	0.2%	1%	5%	x	4
COc1ccc(N2CC(NS(=O)(=O)c3ccc4ccccc4c3)CC2=O)cc1 (configuration not stated)	-17%	-3	x	x	-102*	6%	0.0%	1%	1%	x	-7
O=C(Nc1ccc(S(=O)(=O)NC2=NCCCCC2)cc1)C1COc2ccccc2O1 (configuration not stated)	3%	2	4	5%	10	12%	-0.3%	-5%	6%	-1%	0
CCCC1=[N+](CC(=O)c2ccccc2)CCn2cccc21	11%	-2	0	0%	4	8%	-0.3%	7%	1%	-12%	-11
CSc1ccccc1NC(=O)CN(C)C(=O)CCc1c[nH]c2ccccc12	u	-1	0	4%	-1	17%	-0.6%	-1%	0%	x	13

Molecules shown so far that have two or more sulfur atoms (five):
SMILES	Chronic BCR inh	KCNH2 WT inh	FBPA coupling cs	GALK inhibitor	KCNH2 3.1 block	Eya2 inh	B2AR arrestin	USP2a block	uPA surface inh	PKM2 activator	Giardia killer
Cc1cc(/C=C2\SC(=Nc3ccc(F)cc3)NC2=O)c(C)n1-c1ccc(S(N)(=O)=O)cc1	u	-5	-7	-2%	-18	3%	0.2%	-21%	-13%	5%	13
CCOC(=O)CSc1n[nH]c(=S)s1	-1%	9	-2	-2%	-5	12%	-0.6%	-3%	0%	-5%	6
Cc1ccc(-n2[nH]c(C)c(C=Nc3ccc(S(=O)(=O)Nc4nccs4)cc3)c2=O)c(C)c1	-5%	x	-4	5%	x	21%	-0.2%	-1%	x	-2%	x
CCn1c(SCC(=O)Nc2nc(C)cs2)nnc1C(C)NC(=O)c1ccccc1 (configuration not stated)	12%	-18	3	2%	1	-32%	0.5%	2%	3%	1%	-3
Cc1cc(C)c(S(=O)(=O)Nc2ccc(O)c(Sc3ncn[nH]3)c2)c(C)c1	0%	-4	-14	3%	8	-2%	-0.1%	1%	0%	13%	3
